Screening data as filed in PubChem.
OXTR ag: human OXTR agonists, primary screen, fluorescence, CHO-OTR cells, Fluo-8 calcium | Fluo-8 calcium fluorescence; normalized: DMSO 0%, oxytocin 100% | activation, % at 3 µM | hit rate 0.32% among 320,000;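 active = activation above the mean of all tested compounds plus 3 SD, cutoff set per screening run, cut at about 20% in these data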;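 also: peak over basal fluorescence ratio from a 100 s FLIPR kinetic read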
Target sequence (P30559 whole entry, looked up): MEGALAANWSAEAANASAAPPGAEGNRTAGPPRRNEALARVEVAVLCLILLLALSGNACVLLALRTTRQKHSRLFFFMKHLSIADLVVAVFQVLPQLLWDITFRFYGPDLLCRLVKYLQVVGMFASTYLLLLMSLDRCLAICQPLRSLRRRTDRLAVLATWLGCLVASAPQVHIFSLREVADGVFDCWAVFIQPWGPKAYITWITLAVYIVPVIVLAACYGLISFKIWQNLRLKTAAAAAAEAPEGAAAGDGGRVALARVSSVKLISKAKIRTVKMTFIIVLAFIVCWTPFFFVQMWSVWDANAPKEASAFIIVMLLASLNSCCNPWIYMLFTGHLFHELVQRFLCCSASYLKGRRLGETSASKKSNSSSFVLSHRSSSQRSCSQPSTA
MEKK2mut PB1 HTS: MEK5 binding signal on mutant MEKK2 PB1, primary screen, biochemical, multiplex bead flow cytometry, Alexa488-MEK5 | Alexa488-MEK5 binding to MEKK2 mutant | percent response, % at 10 µM | hit rate 0.35% among 290,000; in the data active = percent response above about 24%, passing the limit was not always enough; also: inactives centre near 1; some results filed as inactive read as strong as hits; reference of the scale not given here
OXTR potentiate: human OXTR potentiators, primary screen, fluorescence, CHO-OTR cells, Fluo-8 calcium | activation, % at 3 µM | Oxytocin receptor (Homo sapiens), P30559 | hit rate 0.061% among 320,000 | AID 2445, 2010 | Fluo-8 calcium fluorescence, potentiator mode; 0% = oxytocin EC15, 100% = EC100;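 active = activation above that plate's cutoff, the mean activation of tested compounds plus 3 SD, cut at about 6.6% in these data, passing the limit was not always enough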;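 also: 100% uses oxytocin at 75 nM as the full agonist control; some results filed as inactive read as strong as hits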
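test system = CHO-OTR cells, human receptor | compound = single-point 3.0 µM | schedule = 6 min compound pre-incubation at room temperature, 100 s kinetic read | signal = Fluo-8 no-wash calcium dye fluorescence, excitation 470-495 nm, emission 515-575 nm | repeats = single well per compound, singlicate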
GalR3 antagonist: GalR3 antagonists in HEK293 cells, primary screen, cell-based, fluorescence readout; HEK293 GalR3-CNG cAMP membrane potential fluorescence; galR3 body fused to GalR1 C-terminus; inhibition, % at 3 µM; hit rate 0.44% among 360,000; AID 651719, 2012; Galanin receptor type 3 (Homo sapiens), O60755;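 active = inhibition above the screen-wide average plus 3 SD, cut at about 13% in these data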;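 also: forskolin and galanin both at EC90 stimulate the cells; cAMP rise reported by CNG channel membrane potential dye signal; 0% = forskolin plus galanin with DMSO and 100% = forskolin alone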
Target sequence (O60755 1-299 limits assumed): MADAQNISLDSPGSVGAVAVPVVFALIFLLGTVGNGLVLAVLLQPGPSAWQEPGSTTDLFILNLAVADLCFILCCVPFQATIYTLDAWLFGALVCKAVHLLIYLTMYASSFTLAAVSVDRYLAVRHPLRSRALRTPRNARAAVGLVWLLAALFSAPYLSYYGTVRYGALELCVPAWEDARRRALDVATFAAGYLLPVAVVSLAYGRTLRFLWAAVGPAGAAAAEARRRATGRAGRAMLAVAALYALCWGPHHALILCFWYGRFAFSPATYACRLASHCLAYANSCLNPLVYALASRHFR
NALP1 yeast inh: NALP1 inflammasome inhibitors in reconstituted yeast, colorimetric, S. cerevisiae, triplicate retest. hit rate 0.61% among 280,000. inhibition, % at 10 µM. AID 2071, 2009. S. cerevisiae NALP1/ASC/caspase-1 growth, X-gal OD620, 72 h; in the data active = inhibition mostly above about 24%, no sharp cut-off; inactive = mostly below about 32%; also: some compounds called inactive have numbers as strong as hits
GPR7 antagonist: GPR7 receptor antagonists, primary screen, cell-based, fluorescence, single concentration | Neuropeptides B/W receptor type 1 (Homo sapiens), P48145 | GPR7-expressing cells, fluorescence antagonist assay | inhibition, % at 4.4 µM | hit rate 1.1% among 290,000 | AID 1861, 2009; in the data active = inhibition above about 16%, passing the limit was not always enough;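 also: cells stimulated with the agonist NPW; 0% = agonist with vehicle and 100% = vehicle without agonist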
Target sequence (P48145 whole entry, looked up): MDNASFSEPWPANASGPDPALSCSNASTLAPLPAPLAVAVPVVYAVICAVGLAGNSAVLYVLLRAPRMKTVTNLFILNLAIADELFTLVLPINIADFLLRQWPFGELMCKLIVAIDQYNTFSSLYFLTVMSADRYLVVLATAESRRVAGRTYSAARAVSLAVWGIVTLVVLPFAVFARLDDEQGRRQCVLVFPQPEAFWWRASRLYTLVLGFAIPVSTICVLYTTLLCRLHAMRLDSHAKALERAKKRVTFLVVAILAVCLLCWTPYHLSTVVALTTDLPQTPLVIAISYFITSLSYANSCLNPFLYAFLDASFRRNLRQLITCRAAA
MEKK2 WT-MEK5: modulators of MEK5 binding to wildtype MEKK2, primary screen, biochemical, multiplex bead flow cytometry, Alexa488-MEK5; Mitogen-activated protein kinase kinase kinase 2 (Homo sapiens), Q9Y2U5; Alexa488-MEK5 binding to MEKK2 WT; actives lie on both sides; binding response (% of control), % at 10 µM; hit rate 1.1% among 290,000; in the data active = binding response below about 67% or above about 130%
V1aR counter: agonists of human V1a receptor, primary screen, counter-screen for OXTR agonist project, fluorescence, CHO-V1R cells | Vasopressin V1a receptor (Homo sapiens), P37288 | activation, % at 3 µM | Fluo-8 calcium fluorescence, agonist mode; 0% DMSO, 100% 3 nM vasopressin | hit rate 0.25% among 320,000 | AID 2797, 2010;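 active = activation above the mean activation of all tested compounds plus 3 SD, per screening run, cut at about 20% in these data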;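 also: signal is peak over basal fluorescence ratio across a 100 second FLIPR read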
PfM18AAP inh: PfM18AAP inhibitors, malaria aminopeptidase, primary screen, biochemical, QFRET, recombinant enzyme. H-Glu-NHMec fluorogenic cleavage. inhibition, % at 7.35 µM. hit rate 1.2% among 290,000;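 active = inhibition above the campaign mean inhibition over all tested compounds plus 3 SD, cut at about 28% in these data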;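 also: 0% = plate median of test compound wells and 100% = 2 mM ZnCl2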
Starred values were filed as active, the others as inactive; · = no result given.

SMILES	OXTR ag	MEKK2mut PB1 HTS	OXTR potentiate	GalR3 antagonist	NALP1 yeast inh	GPR7 antagonist	MEKK2 WT-MEK5	V1aR counter	PfM18AAP inh
CC(=O)Nc1ccc(S(=O)(=O)Nc2ccc(F)c([N+](=O)[O-])c2)cc1	-0.4	-8	2	-4	-8	-8	90	0.8	-15
Cc1ccc(N(C)S(=O)(=O)c2ccc3c(c2)CC(C)N3C(=O)C2CC2)cc1 (configuration not stated)	2.0	2	-13	-1	16	7	107	3.7	-5
Cc1cc(C)nc(Nc2ccccc2Br)n1	-1.0	·	1	-4	8	-5	·	-1.4	7
COc1ccc(Cl)cc1NC(=O)CN(C)CC(=O)NCc1cccs1	0.4	·	4	-4	·	·	·	0.0	·
CC(=O)NS(=O)(=O)c1ccc(NC(=O)c2ccc(-n3nc(C)cc3C)cc2)cc1	0.5	2	-5	-3	1	-10	103	-1.2	-4
COc1ccc(CCN=C(NS(=O)(=O)c2ccc(Cl)cc2)c2ccccc2)cc1	-0.3	3	-23	-3	-9	-7	105	1.9	4
Cc1cc(C)nc(N2CCCC(C(=O)Nc3nc4ccc(S(C)(=O)=O)cc4s3)C2)n1 (configuration not stated)	-1.8	-2	-9	-4	16	-6	96	-1.1	4
Cc1cc(Br)ccc1NC(=O)CNC(=O)CSc1ncccn1	-0.1	·	-4	-4	·	·	·	0.2	·
CN(C)CCN(C(=O)/C=C/c1cccs1)c1nc2ccc(Br)cc2s1	3.6	4	-1	2	32	25*	113	1.9	-7
CC(=O)c1ccc(S(=O)(=O)NCCC(=O)OCC(=O)N2CCCC2=O)cc1	0.3	·	-7	-3	·	·	·	1.3	·
CC(=O)NC(c1ccc([N+](=O)[O-])cc1)c1c(O)ccc2ccccc12 (configuration not stated)	3.0	-4	6	-3	9	-10	102	1.7	11
Cc1nc(NC(=O)/C=C/c2ccccc2)sc1C(=O)Nc1cccc(Cl)c1	-0.6	16	-8	-8	17	-11	99	1.0	-5
CN(CC(O)COc1ccc2ccccc2c1)C1CCCCC1 (configuration not stated)	3.1	20	-6	-8	14	-8	127	1.2	2
N=c1c2ccccc2nnn1-c1cccc(C(F)(F)F)c1	-1.7	-10	4	-3	8	13	79	-0.2	-5
O=C(COc1ccccc1F)N1CCc2ccccc2C1	-1.9	1	-8	1	-6	26*	95	-0.7	-5

An excerpt of these results, as labelled records:
CC(=O)NC(c1ccc([N+](=O)[O-])cc1)c1c(O)ccc2ccccc12 (configuration not stated)
- OXTR ag = 3.0
- MEKK2mut PB1 HTS = -4
- OXTR potentiate = 6
- GalR3 antagonist = -3
- NALP1 yeast inh = 9
- GPR7 antagonist = -10
- MEKK2 WT-MEK5 = 102
- V1aR counter = 1.7
- PfM18AAP inh = 11

Cc1nc(NC(=O)/C=C/c2ccccc2)sc1C(=O)Nc1cccc(Cl)c1
- OXTR ag = -0.6
- MEKK2mut PB1 HTS = 16
- OXTR potentiate = -8
- GalR3 antagonist = -8
- NALP1 yeast inh = 17
- GPR7 antagonist = -11
- MEKK2 WT-MEK5 = 99
- V1aR counter = 1.0
- PfM18AAP inh = -5

3 compounds out of the list above, sorted by the value under PfM18AAP inh, ascending:
structure | MEKK2mut PB1 HTS | OXTR potentiate | GalR3 antagonist | NALP1 yeast inh | GPR7 antagonist | MEKK2 WT-MEK5 | PfM18AAP inh
CC(=O)NS(=O)(=O)c1ccc(NC(=O)c2ccc(-n3nc(C)cc3C)cc2)cc1 | 2 | -5 | -3 | 1 | -10 | 103 | -4
COc1ccc(CCN=C(NS(=O)(=O)c2ccc(Cl)cc2)c2ccccc2)cc1 | 3 | -23 | -3 | -9 | -7 | 105 | 4
Cc1cc(C)nc(Nc2ccccc2Br)n1 | · | 1 | -4 | 8 | -5 | · | 7

(next part)
SMILES	OXTR ag	MEKK2mut PB1 HTS	OXTR potentiate	GalR3 antagonist	NALP1 yeast inh	GPR7 antagonist	MEKK2 WT-MEK5	V1aR counter	PfM18AAP inh
Cc1cccc(NS(=O)(=O)c2ccc(C)c(C(=O)NCc3cccnc3)c2)c1	0.4	·	-6	-3	·	·	·	0.2	·
CC(=O)c1c(C)[nH]c(C(=O)OCC(=O)Nc2cc(C)on2)c1C	3.0	4	-17	-1	14	-4	100	4.5	-7
Cc1cccc(NC(=O)CN(c2ccc(F)cc2)S(C)(=O)=O)c1	-0.5	-6	-5	-8	19	-3	99	1.1	-16
CS(=O)(=O)N1CCc2cc(C(=O)N3CCCC3)ccc21	0.8	1	-4	-6	-6	-7	119	-0.6	-3
COc1ccc(C(=O)Nc2ccccc2-c2nnn(CC(=O)N3CCOCC3)n2)cc1	1.7	-4	4	2	0	-11	92	1.0	2
COc1ccccc1S(=O)(=O)Nc1ccc(-c2nnc3n2CCCCC3)cc1	0.5	13	-1	-2	12	2	104	-0.3	-7
O=C(NCC1CCCO1)C1CC(=O)N(c2ccc(Cl)cc2)C1 (configuration not stated)	0.3	8	2	-10	11	-2	104	2.7	1
Cc1ccc(-c2csc(NC(=O)c3ccno3)n2)cc1	-2.1	1	-15	7	-1	-9	86	-0.2	4
OCC1(CO)COC(CCc2ccccc2)=N1	0.7	4	4	-9	-23	-9	97	2.1	2
COC(=O)N/N=C1\CCCc2ccccc21	-0.7	-1	-1	-1	34	-8	102	-0.3	5
Cc1ccc(C)c(NC(=O)CN(C)C(C)C(=O)N2CCCC2)c1 (configuration not stated)	0.0	·	-6	-1	·	·	·	-0.5	·
CC(C)(C)C(=O)Nc1ccccc1C(=O)OCC(=O)c1ccc2c(c1)OCCO2	-1.7	0	-4	-10	7	-3	101	-0.7	-2
O=C(Cn1c(-c2ccccn2)nc2ccccc21)NCCN1CCOCC1	-0.5	1	-4	-8	27	-12	95	0.9	2
Oc1c(Cl)cc(Cl)cc1C=Nc1ccc(Br)cc1	0.6	-5	-6	11	16	-3	91	0.7	-1
Clc1cccc(C2CCN(Cc3nc(CC4CC4)no3)C2)c1 (configuration not stated)	-2.3	-6	-3	-8	-3	7	94	-1.3	-16
O=C(NNC(=O)c1cccs1)c1ccc(Br)o1	0.6	-2	-1	3	25	-10	107	0.1	1
Cc1cc(NC(=O)C(C)SCC(=O)OCc2ccc([N+](=O)[O-])cc2)no1 (configuration not stated)	-2.0	·	1	-2	·	·	·	-0.7	·
CCOc1ccc2nc(-c3cc(NC(C)=O)ccc3O)sc2c1	0.8	-1	7	-3	11	-4	100	-0.1	0
Cc1c(C(=O)Nc2nccs2)sc2nc(-c3cccs3)cc(C(F)(F)F)c12	0.1	-6	-2	-6	-4	7	69	0.1	-9
O=C(CCc1ccccc1)Nc1ccnn1C1CCN(Cc2ncc[nH]2)CC1	-1.0	-9	-16	3	17	3	99	0.3	-6
Cc1ccc(C)c(CN2CCC(CNC(=O)Nc3ccc(Cl)cc3)CC2)c1	2.5	16	-10	-4	33	27	139	5.4	-11
Cc1cc([N+](=O)[O-])nn1CC(=O)Nc1nc2ccccc2s1	2.9	-13	-23	-7	9	6	87	0.7	0
CCn1cc([N+](=O)[O-])c(C(=O)N2N=C(c3cccc4ccccc34)CC2c2ccccc2O)n1 (configuration not stated)	2.9	3	-15	-5	-52	10	97	2.4	14
O=C(Cn1ccc2ccccc2c1=O)NCCC(=O)Nc1ccc2c(c1)OCCO2	-0.7	-3	2	-2	-14	-7	99	0.1	0
Cc1ccc(OCCOC(=O)c2cc(S(=O)(=O)N3CCCCC3)ccc2N2CCOCC2)cc1	-1.2	·	-8	-8	·	·	·	0.4	·
O=C(CCN1C(=O)c2ccccc2S1(=O)=O)Nc1ccc(F)cc1F	-0.8	9	-12	-3	5	-13	105	-0.7	0
CCc1sc(N)nc1-c1ccccc1	-3.1	11	-1	3	24	-6	100	0.3	5
COc1cc(/C=N/O)cc(Br)c1OCc1cccc(Cl)c1	-1.4	3	-13	-5	0	-9	104	0.5	4
CC(C)C(=O)Nc1nc2c(c(=O)[nH]1)CCCC2	-0.8	-2	2	-7	9	-10	103	-0.2	3
CN1CCN(C(=O)C2CCN(c3ncc(C(F)(F)F)cc3Cl)CC2)CC1	5.0	-2	-12	-5	-23	16	97	2.5	-12

In another format: 5 of the compounds above
| Molecule | OXTR ag | MEKK2mut PB1 HTS | OXTR potentiate | GalR3 antagonist | NALP1 yeast inh | GPR7 antagonist | MEKK2 WT-MEK5 | V1aR counter | PfM18AAP inh |
| --- | --- | --- | --- | --- | --- | --- | --- | --- | --- |
| COc1cc(/C=N/O)cc(Br)c1OCc1cccc(Cl)c1 | -1.4 | 3 | -13 | -5 | 0 | -9 | 104 | 0.5 | 4 |
| O=C(Cn1ccc2ccccc2c1=O)NCCC(=O)Nc1ccc2c(c1)OCCO2 | -0.7 | -3 | 2 | -2 | -14 | -7 | 99 | 0.1 | 0 |
| O=C(CCN1C(=O)c2ccccc2S1(=O)=O)Nc1ccc(F)cc1F | -0.8 | 9 | -12 | -3 | 5 | -13 | 105 | -0.7 | 0 |
| CN1CCN(C(=O)C2CCN(c3ncc(C(F)(F)F)cc3Cl)CC2)CC1 | 5.0 | -2 | -12 | -5 | -23 | 16 | 97 | 2.5 | -12 |
| CCOc1ccc2nc(-c3cc(NC(C)=O)ccc3O)sc2c1 | 0.8 | -1 | 7 | -3 | 11 | -4 | 100 | -0.1 | 0 |

Remaining list, next part:
SMILES	OXTR ag	MEKK2mut PB1 HTS	OXTR potentiate	GalR3 antagonist	NALP1 yeast inh	GPR7 antagonist	MEKK2 WT-MEK5	V1aR counter	PfM18AAP inh
COc1ccc(/C=C(\C#N)C(=O)N2CCOCC2)cc1Br	0.0	·	-2	-11	3	4	·	1.8	-4
CCOc1ccccc1-n1nnnc1SCC(=O)NC(=O)Nc1ccc2c(c1)OCCO2	0.7	1	4	-4	5	7	99	2.2	-8
COc1cc(/C=C(\C#N)C(N)=O)ccc1OS(=O)(=O)c1ccc(C)cc1	-1.8	0	-5	3	31	12	102	-0.6	6
Cc1ccc(CN2CCCN(Cc3c(F)cccc3Cl)S2(=O)=O)cc1	1.3	1	-17	-10	23	-6	102	0.3	2
COc1cccc2c(SCC(=O)N/N=C/c3ccccc3)cc(C)nc12	2.9	2	-9	-6	40	-8	102	0.5	3
Cc1ccc(C(=O)NNC(=O)c2cc3ccccc3cc2O)cc1	-0.5	4	3	-10	1	-19	100	1.7	20
O=C(NCc1ccco1)c1cc(-c2cccnc2)nc2ccccc12	1.1	7	-9	-7	22	0	108	0.4	0
CC(O)[C@H]1CNCCN1CCc1cc(C(F)(F)F)cc(C(F)(F)F)c1 (some centres not stated)	0.9	·	-5	-3	·	·	·	1.1	·
Nc1c(C(=O)NC2CC2)c2nc3ccccc3nc2n1-c1ccc2c(c1)OCO2	2.3	-5	-3	1	13	-12	87	2.2	0
COc1cc(CN2CCN(C3CCC3)CC2CCO)cc(OC)c1 (configuration not stated)	0.5	1	-14	-10	17	1	101	0.7	3
CC(=O)Nc1ccc(S(=O)(=O)NCCS(=O)(=O)N2CCN(c3ccccc3)CC2)cc1	1.6	1	-4	0	-13	-9	100	1.1	2
